High-throughput results from PubChem.
TGFb inhibitor: qHTS for Inhibitors of TGF-b | 410,000 compounds, 1.2% hits | Potency, µM (titrated, usually from 46.1 µM), without a hit: at the highest dose activity, negative = inhibition, hits mostly inhibitors | HepG2 CAGA-GFP TGF-b/SMAD3 reporter, GFP fluorescence, 18 h; TGF-beta stimulated, 500 pg/mL final; also: potency is read from the fitted curve at half-maximal effect; % is scaled to controls: 0 for no effect and ±100 for the full control effect; nearly all actives have a fitted effect of over 65% in size
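HEPG2 CAGA-GFP cells (1000/well, DMEM with 1% FBS) were pre-incubated 2 h at 37 degrees C, given compound by pin tool, then stimulated with TGF-beta at 500 pg/mL final for 18 h before per-cell GFP fluorescence imaging.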
MmCpn inh: Inhibitors of TCP-1 ring complex (TRiC) of Methanococcus maripaludis (MmCpn): qHTS. Chaperonin Mm-Cpn (Methanococcus maripaludis). purified Mm-Cpn ATPase, ADP Transcreener TR-FRET. Potency, µM (top dose mostly 76.9 µM), for inactives: top-dose activity, negative = inhibition, hits mostly inhibitors. 330,000 compounds, 0.031% hits. AID 504842, 2011; also: potency is read from the fitted curve at half-maximal effect; % is scaled to controls: 0 for no effect and ±100 for the full control effect; nearly all actives have a fitted effect of over 80% in size
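ATP (10 uM final) was added to archaeal chaperonin (25 nM final) after 10 min exposure to test compound at 37°C; after 30 min further incubation, ADP was detected by competitive TR-FRET.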
CCT modulator: High-Throughput Screening for Modulators of Cytosolic Chaperonin Activity. purified chaperonin ATPase assay, HTRF ADP detection, 30 min. activity change, % (test concentration not listed), hits read low. 360,000 compounds, 0.3% hits. AID 651819, 2012; in the data active = activity change below about -30%; also: % is scaled to controls: 0 for no effect and ±100 for the full control effect
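First, chaperonin was dispensed at 40 nM or 20 nM final depending on batch activity. Next, compounds were pinned at 76 uM and ATP added at 10 uM. After 30 min at 37 °C, ADP detection reagents ran 30 min at ambient temperature.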
Nrf2 ARE act: qHTS of Nrf2 Activators; 410,000 compounds, 0.31% hits; AREc32 ARE-luciferase reporter (MCF7-derived line), luminescence, 24 h; Potency, µM (doses to about 46.1 µM), for the others: top-dose activation, hits mostly activators; AID 624171, 2012; also: potency is read from the fitted curve at half-maximal effect; % of control where 0% means no effect; nearly all actives have a fitted effect of over 65% in size
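Quantitative high-throughput format: AREc32 reporter cells, 1000 per well, received compound by pin transfer and were incubated 24 hr at 37 deg C, 5% CO2, before Steady-Glo luminescence detection.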
Akt phos inh: HTS Assay for Inhibitors of Akt Phophorylation: Primary Screen | Neuro2A IGF-stimulated pAkt S473 HTRF, 20 min; hits give low values | activity change, % for hits at 50 µM | 360,000 compounds, 0.32% hits | AID 651550, 2012; in the data active = activity change below about -80%; inconclusive = mostly about -51% to -80%; also: % is scaled to controls: 0 for no effect and ±100 for the full control effect
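Neuro2A cells (4,500/well, DMEM with 0.5% FBS) were treated with compound at a single 50 µM final concentration, stimulated with 6 nM IGF for 20 min at 37 °C, and lysed. Phospho-Akt Ser473 was read by HTRF as 665/615 ratio ×10^4.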
A549 viability: Nrf2 qHTS screen for inhibitors: counterscreen for cytotoxicity; A549 ARE-Fluc cells, CellTiter-Fluor viability, 18-24 h; Potency, µM (series often up to 46 µM), inactives show top-dose activity change, negative = cytotoxicity, usual class: inhibitors; 390,000 compounds, 0.16% hits; also: potency is read from the fitted curve at half-maximal effect; % is scaled to controls: 0 for no effect and ±100 for the full control effect
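Cytotoxicity counterscreen: CellTiter-Fluor fluorescence was measured in A549 ARE_Fluc cells after 18-24 h of compound exposure in a concentration series. The subsequent BugLite luminescent read reports ARE-luciferase activity.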
Nrf2 inh: Nrf2 qHTS screen for inhibitors; A549 ARE-Fluc reporter, luciferase luminescence, 18-24 h; Potency, µM (series often up to 46 µM), without a hit: at the top dose activity change, negative = inhibition, most hits filed as inhibitors; 360,000 compounds, 2.1% hits; AID 504444, 2011; also: potency is read from the fitted curve at half-maximal effect; % is scaled to controls: 0 for no effect and ±100 for the full control effect; nearly all actives have a fitted effect of over 60% in size
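A549 ARE_Fluc cells, 5000/well, 5% FBS OPTI-MEM; compounds in dose-response, 18-24 h at 37 °C/5% CO2; CellTiter-Fluor viability read (Ex 405/Em 525), then BugLite luciferase luminescence = Nrf2 activity.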
HepG2 viability: qHTS for Inhibitors of TGF-b: Cytotox Counterscreen. HepG2 CAGA-GFP viability, ATP luminescence, 18 h. Potency, µM (top dose mostly 46.1 µM), for inactives: top-dose activity change, negative = cytotoxicity, most hits filed as cytotoxic. 410,000 compounds, 0.76% hits. AID 588856, 2011; also: potency is read from the fitted curve at half-maximal effect; some results filed as inactive show a strong effect at the top dose
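HepG2 CAGA-GFP cells (1000/well, DMEM with 1% FBS) received compound, then TGF-beta at 500 pg/mL final, and were incubated 18 hours at 37 degrees C. Viability was read by CellTiter-Glo luminescence. Media-only wells were set as complete cell-killing and DMSO as no toxicity.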
Abeta rescue: qHTS for compounds that reverse cellular toxicity of Amyloid beta (A-beta) peptide in yeast: Primary Screen | Potency, µM (titrated, usually from 46.1 µM), without a hit: at the top dose growth rescue, most hits filed as activators | 410,000 compounds, 0.063% hits | yeast expressing A-beta42, growth rescue, OD600, 48 h; response scale: 0% DMSO, 100% iron-clioquinol control | AID 1347071, 2019; also: potency is read from the fitted curve at half-maximal effect; nearly all actives have a fitted effect of over 55% in size
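Yeast growth medium received pinned compounds, then yeast cells expressing toxic A-beta were added; plates incubated at 30 C for 48 hr. Growth read as absorbance at 600 nm, normalized to DMSO and equimolar FeCl3 plus clioquinol controls.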
Active calls of the source: *; i = inactive; ? = inconclusive; nt = no result given; & = joins results of further samples; [ ] = remark or other dose. Unless noted, calls follow the shape of the dose curve; as a rule, active = well fitted curve in the direction sought with a large enough effect; inconclusive = small, poorly fitted or top-dose-only effect, or another doubt; inactive = no such curve, though single readings can be large; an effect the other way counts as inactive or inconclusive.

smiles	TGFb inhibitor	MmCpn inh	CCT modulator	Nrf2 ARE act	Akt phos inh	A549 viability	Nrf2 inh	HepG2 viability	Abeta rescue
COc1cc2c(cc1NC(=O)COc1ccc3ccccc3c1)oc1ccccc12	5%	1%	2.1	0.0%	i	-3%	6%	1%	-5%
CCN(CC(=O)NCc1cccs1)C(=O)c1cccc(S(=O)(=O)Nc2ccccc2Cl)c1	9%	1%	-3.6	0.3%	i	-1%	-12%	-23%	1%
COc1ccc(NC(=O)c2cc(C3CC3)on2)c(OC)c1	5%	1%	1.8	8.9%	i	9%	?	0%	-2%
c1coc(CNc2nc3sc4c(c3c3ncnn23)CCCC4)c1	?	-2%	-2.6	15%	i	0%	18%	-13%	6%
CCOc1ccc(N(CC(=O)Nc2ccc(OC)cc2)S(=O)(=O)c2ccc(Cl)cc2)cc1	11%	nt	nt	-1.6%	nt	6%	nt	2%	-15%
CSCCC(NC(=O)c1ccc(Cl)cc1)C(=O)OCC(=O)NCc1ccco1 (stereo not drawn)	-6%	1%	1.2	0.0%	i	-1%	4%	0%	19%
COc1ccc(N2CC(C(=O)Nc3cccnc3)CC2=O)cc1 (stereo not drawn)	-17%	2%	-2.4	-0.2%	i	-15%	-1%	0%	2%
C=CCn1c(SCC(=O)N(C)CC(=O)Nc2ccc(C)cc2)nnc1-c1ccncc1	7%	1%	0.2	0.5%	i	0%	11%	13%	2%
COC(=O)C1=C[C@@H](C(=O)OC)[C@H]2C3=C(C(=O)[C@@]2(C)NC(=O)c2ccccc2)[C@H](C)C(C(=O)OC)=C(C(=O)OC)[C@@H]3C1	-22%	nt	nt	nt	nt	-7%	11%	-2%	nt
O=C(/C=C/c1ccc(F)cc1)NCCC1=CCCCC1	4%	0%	0.0	2.2%	i	-5%	3%	0%	18%
O=C(Nc1ccccc1)C1CCCN(C(=O)c2ccc(Cl)cc2)C1 (stereo not drawn)	-18%	1%	-0.5	-0.3%	i	1%	?	-14%	-1%
CC1CCN(C(=O)Cn2c(=O)n(-c3ccc(F)cc3)c(=O)c3sccc32)CC1	-10%	1%	-2.6	0.1%	i	0%	5%	1%	14%
Cc1c(C(=O)Nc2cccc([N+](=O)[O-])c2)cnn1-c1ccccc1	-21%	1%	-3.9	20%	i	-25%	?	-50%	3%
S=C(Nc1ccccc1)N1CCCCCC1	-1%	0%	-0.6	-0.7%	i	-1%	1%	-1%	27%
CN(CCO)S(=O)(=O)c1ccc2c(c1)C(=NNC(N)=O)c1cc(S(=O)(=O)N(C)CCO)ccc1-2	4%	-1%	-1.4	0.4%	i	0%	8%	1%	2%
COc1ccc(NC(=O)c2cccn2-c2nnc(N3CCCCC3)s2)cc1Cl	?	nt	nt	9.1%	nt	-23%	2%	-25%	15%
CCOCc1cc(CN2CCC(n3nccc3NC(=O)C3CC3)CC2)ccc1OC	-15%	-3%	-7.1	-0.8%	i	4%	-9%	-65%	-2%
CCOC(=O)c1nn(-c2ccccc2)c(=O)c2c(N)scc12	-19%	-3%	-2.1	-0.3%	i	-12%	-11%	-98%	2%
CC1(c2nc3ccccc3[nH]2)c2ccccc2C(=O)N1Cc1ccccc1 (stereo not drawn)	nt	nt	-2.5	2.2%	i	nt	nt	nt	-11%
Cc1cc(C(F)F)n2nc(C(=O)Nc3ccc(S(=O)(=O)N4CCCC4)cc3)nc2n1	-5%	0%	0.8	-0.7%	i	10%	9%	-6%	-14%
COc1ccc(C2C(C(=O)Nc3cccnc3)=C(C)Nc3nc(-c4cccs4)nn32)cc1OC (stereo not drawn)	-2%	0%	-4.9	-0.5%	i	-1%	-18%	0%	21%
CCN(CC)C(=O)CSc1nc2c(sc(=S)n2-c2ccccc2)c(=O)[nH]1	-14%	2%	1.8	0.5%	i	1%	11%	-20%	5%
Cc1ccc(S(=O)(=O)N2CCN(C(=O)c3ccc(N4CCC(C)CC4)c([N+](=O)[O-])c3)CC2)cc1	-11%	nt	-1.8	-0.6%	i	-4%	-22%	-22%	5%
O=C(NNC(=S)Nc1ccc(F)c(Cl)c1)c1ccccc1Br	?	-3%	-1.9	2.4%	i	-2%	?	-54%	?
COc1ccc(N2CCN(c3oc(/C=C/c4cc(OC)c(OC)c(OC)c4)nc3C#N)CC2)cc1	-2%	nt	nt	-0.2%	nt	-6%	14%	-10%	-23%

Looked up above.
Entry of Cc1c(C(=O)Nc2cccc([N+](=O)[O-])c2)cnn1-c1ccccc1 under CCT modulator: -3.9
Entry of COc1ccc(N2CCN(c3oc(/C=C/c4cc(OC)c(OC)c(OC)c4)nc3C#N)CC2)cc1 under Nrf2 inh: 14%

Continued.
smiles	TGFb inhibitor	MmCpn inh	CCT modulator	Nrf2 ARE act	Akt phos inh	A549 viability	Nrf2 inh	HepG2 viability	Abeta rescue
O=C1[C@@H]2Cc3ccccc3CN2C(=O)N1c1cccc(F)c1	9%	0%	-1.9	-0.3%	i	-4%	10%	-9%	3%
C/C(=N\NS(C)(=O)=O)c1ccccc1	-19%	?	-0.2	-0.6%	i	5%	8%	2%	10%
COc1ccc(C2c3c(n(C)c4ccccc34)C(=O)N2CC(=O)Nc2cccc(Cl)c2)cc1 (stereo not drawn)	0%	nt	nt	6.0%	nt	2%	0%	-30%	-2%
COc1ccc(OC)c(Nc2nc(NCCO)c3ccccc3n2)c1	-21%	-2%	-0.2	3.5%	i	-1%	-8%	-15%	-3%
O=[N+]([O-])c1ccn(-c2nc(-c3ccccc3)cc(C(F)(F)F)n2)n1	6%	0%	-0.9	-0.5%	i	-1%	-13%	3%	-4%
CN(C)CCNC(=O)C(=O)NCC(c1ccc2c(c1)OCO2)N1CCOCC1 (stereo not drawn)	0%	nt	nt	-0.8%	nt	6%	nt	-9%	-5%
CN1C(=O)/C(=C/c2ccc3c(c2)OCO3)N=C1c1ccccc1	2%	0%	0.8	-0.6%[9.22 µM]	i	-1%	9%	-4%	0%
COc1ccc(CN(Cc2cc3cccc(C)c3n3nnnc23)C(=O)N2CCOCC2)cc1	0%	1%	-1.8	0.4%	i	10%	15%	-6%	-9%
CC(=O)c1ccc(NS(=O)(=O)c2ccc3c(c2)N(C(C)=O)CCO3)cc1	-1%	2%	-0.9	0.7%	i	0%	2%	-6%	nt
Cc1ccc(-c2nnc(SCC(=O)CC(=O)Nc3ccccc3)n2C)cc1	-16%	-1%	-1.0	-0.4%	i	1%	-1%	-33%	8%
C=CCNC(=S)NNC(=O)c1ccc(Br)cc1	-5%	1%	0.0	2.7%	i	-2%	0%	12%	5%
NNc1nc2sc3c(c2c(=O)n1-c1ccccc1)CCCC3	-27%	0%	1.4	0.1%	i	-15%	12%	-47%	-9%
O=C1Cc2cc(S(=O)(=O)N3CCN(c4cccc(Cl)c4)CC3)ccc2N1	14%&108%	-1%	-0.9	2.5%&-0.2%	i	20%&0%	?	-4%&2%	-6%&-3%
COc1ccc(S(=O)(=O)c2c(O)c3ccc(C(=O)Nc4cccc(F)c4)cc3[nH]c2=O)cc1	4%	3%	-1.7	0.9%	i	0%	?	-4%	-9%
CN(CCc1ccccn1)C(=S)NC(=O)c1ccco1	5%	1%	0.2	2.5%	i	1%	14%	8%	13%
Cc1ccc(COC(=O)c2ccc3ccccc3n2)cc1	-6%	0%	1.2	2.1%	i	-11%	5%	-2%	12%
CCN(CC)S(=O)(=O)c1ccc(C(C)NCC(=O)Nc2ccccc2C(=O)NC2CC2)cc1 (stereo not drawn)	0%	1%	0.9	0.3%	i	-16%	1%	2%	3%
O=C1C(Cl)=C(Nc2ccc(O)cc2)C(=O)c2ccccc21	?	-7%	-11	?	i	?	?	5.6µM*	-1%
CCOC(=O)NC(Nc1nc2ccccc2s1)(C(=O)OCC)C(F)(F)F (stereo not drawn)	-22%	-2%	-1.0	0.2%	i	-4%	12%	2%	-38%
Cc1cccc(C)c1OCCOC(=O)c1cccc(S(=O)(=O)N2CCOCC2)c1	0%	-1%	-0.4	-0.1%	i	13%	6%	-4%	-8%
Cc1cc(C)cc(OCC(=O)Nc2ccc(N3CCOCC3)cc2N2CCOCC2)c1	2%	1%	-3.2	-1.7%	i	-8%	-25%	-11%	7%
COc1ccc(Br)cc1CN1CCN(Cc2c[nH]c3ccccc23)CC1	?	-6%	-6.6	7.5%	i	-2%	4%	-97%	-11%
COc1cccc(NC(=O)Nc2ccc3c(c2)OCO3)c1	-5%	0%	-3.0	-1.0%	i	-7%	6%	-12%	6%

3 of the entries above in order of the CCT modulator value, lowest first.
| molecule | TGFb inhibitor | MmCpn inh | CCT modulator | Nrf2 ARE act | Akt phos inh |
| --- | --- | --- | --- | --- | --- |
| COc1ccc(Br)cc1CN1CCN(Cc2c[nH]c3ccccc23)CC1 | ? | -6% | -6.6 | 7.5% | i |
| Cc1cccc(C)c1OCCOC(=O)c1cccc(S(=O)(=O)N2CCOCC2)c1 | 0% | -1% | -0.4 | -0.1% | i |
| C=CCNC(=S)NNC(=O)c1ccc(Br)cc1 | -5% | 1% | 0.0 | 2.7% | i |
